TWEAK Fn14 block: TWEAK-Fn14 signaling inhibition | TWEAK-stimulated Fn14 reporter cells, luciferase luminescence, 8 h | inhibition, % at 10 µM | hit rate 2% among 360,000 | AID 1159606; in the data active = inhibition above about 50%
NCOA1 inh: human NCOA1 inhibition; AID 588354; Q15788; hit rate 0.12% among 360,000; inhibition, % at 3.6 µM; HEK293 GAL4-SRC1 luciferase reporter, luminescence;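 active = inhibition above the campaign mean plus 3 SD, with each screening campaign given its own cutoff, cut at about 60% in these data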;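 note: 0% = DMSO treated cells and 100% = gossypol at 36 µM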
SRC2 inh: inhibits human steroid receptor coactivator 2; inhibition, % at 9 µM; HEK293 GAL4-SRC2 luciferase reporter, luminescence; Q15596; hit rate 0.17% among 370,000;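 active = inhibition above the mean inhibition of all tested compounds plus 3 SD, set per campaign, cut at about 52% in these data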;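 note: 0% = DMSO treated cells and 100% = cells given Gossypol at 36 µM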
TLR9-MyD88 inh: inhibitors of human TLR9-MyD88 binding. Q9NR96+Q99836. CHO BLA complementation TLR9-MyD88, CCF4 FRET ratio. inhibition, % at 4.98 µM. hit rate 0.21% among 340,000;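 active = inhibition above the mean over all tested compounds plus 3 SD, cut at about 21% in these data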;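 note: 0% = DMSO only wells and 100% = clavulanate BLA inhibitor control wells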
COUP-TFII inh: inhibitors of human COUP-TFII (NR2F2) | hit rate 0.7% among 370,000 | P24468 | HEK293T NGFI-A luciferase reporter, luminescence | inhibition, % at 8.6 µM;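 active = inhibition above a per-plate cutoff, mean inhibition of test wells between control levels plus 3 SD, cut at about 38% in these data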;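 note: cells cotransfected with COUP-TFII expression vector driving the NGFI-A reporter; 0% = median of COUP-TF2 test wells and 100% = reporter-only cells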
Target sequence (P24468 whole entry, looked up): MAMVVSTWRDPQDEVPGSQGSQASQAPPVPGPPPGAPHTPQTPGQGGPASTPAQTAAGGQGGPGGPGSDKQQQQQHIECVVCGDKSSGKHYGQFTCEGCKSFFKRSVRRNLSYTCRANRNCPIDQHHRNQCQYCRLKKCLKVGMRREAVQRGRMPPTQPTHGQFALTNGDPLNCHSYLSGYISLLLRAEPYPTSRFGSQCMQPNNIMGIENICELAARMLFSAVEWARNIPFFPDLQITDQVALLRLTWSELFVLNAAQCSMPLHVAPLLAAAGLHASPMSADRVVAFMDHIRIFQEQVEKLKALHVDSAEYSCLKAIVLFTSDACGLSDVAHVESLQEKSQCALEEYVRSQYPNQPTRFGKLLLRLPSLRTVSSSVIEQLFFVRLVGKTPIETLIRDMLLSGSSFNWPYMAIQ
NOD2 RIPK2 PPI: blocks binding of human NOD2 to RIPK2. CHO BLA complementation NOD2-RIPK2, CCF4 ratio. inhibition, % at 4.98 µM. hit rate 0.38% among 360,000; in the data active = inhibition above about 21%;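 note: 0% = vehicle only and 100% = reference blocker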
Exocytosis inh: blocks lytic granule exocytosis | TALL-104 LAMP-1 surface exposure, flow cytometry; cells stimulated with thapsigargin and PMA | inhibition, % at 10 µM | hit rate 0.66% among 360,000;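 active = inhibition above about 55%, limit read from the data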
TROY NFkB inh: inhibitors of TROY-dependent NF-kB signaling | Q293 LMP1-TROYcd NF-kB luciferase reporter, 4 h | inhibition, % at 10 µM | hit rate 0.98% among 360,000;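 active = compounds whose plate-normalised and pattern-corrected inhibition of the luciferase reporter signal at the single screening dose is 50% or more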
ABHD5 PLIN5 PPI: inhibitors of human ABHD5-perilipin-5 interaction | Q00G26+Q8WTS1 | hit rate 0.78% among 360,000 | inhibition, % at 4 µM | Split G. princeps luciferase complementation, luminescence, 4 h;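 active = inhibition above the mean inhibition across every tested compound plus 3 SD, cut at about 22% in these data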;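 note: 0% = DMSO only wells and the 100% control is not disclosed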
LRH-1 inv ag: NR5A2 inverse agonism in reporter assay | HEK293T StAR-luciferase reporter, LRH-1 transfected, 24 h | inhibition, % at 3.6 µM | hit rate 0.13% among 360,000;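 active = inhibition above the mean inhibition of all tested compounds plus 3 SD, cut at about 73% in these data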;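 note: 0% = DMSO wells and 100% = reporter-only cells lacking LRH-1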
Target sequence (O00482 whole entry, looked up): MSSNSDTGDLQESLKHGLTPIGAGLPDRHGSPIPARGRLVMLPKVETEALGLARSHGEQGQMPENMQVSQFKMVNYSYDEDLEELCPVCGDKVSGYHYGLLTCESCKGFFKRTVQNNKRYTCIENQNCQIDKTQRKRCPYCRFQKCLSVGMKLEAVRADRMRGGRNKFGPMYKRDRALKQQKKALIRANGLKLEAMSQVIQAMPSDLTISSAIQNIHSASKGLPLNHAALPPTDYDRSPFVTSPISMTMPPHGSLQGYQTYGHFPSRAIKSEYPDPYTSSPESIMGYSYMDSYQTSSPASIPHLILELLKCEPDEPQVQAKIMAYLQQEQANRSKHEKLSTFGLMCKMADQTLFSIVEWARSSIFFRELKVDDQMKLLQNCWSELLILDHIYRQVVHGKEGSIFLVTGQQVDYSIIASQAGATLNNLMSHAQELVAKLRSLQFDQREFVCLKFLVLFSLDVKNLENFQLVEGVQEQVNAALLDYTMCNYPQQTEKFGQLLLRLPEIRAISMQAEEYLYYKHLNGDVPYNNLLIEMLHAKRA
NCOA3 inh: human NCOA3 inhibition. AID 588352. hit rate 0.17% among 360,000. HEK293 GAL4-SRC3 luciferase reporter, luminescence. inhibition, % at 3.6 µM. Q9Y6Q9;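 active = inhibition above a per-campaign cutoff, the mean of all compounds plus 3 SD, cut at about 60% in these data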;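 note: 0% = DMSO-treated cells and 100% = gossypol-treated cells at 36 µM; higher means less SRC3-driven luciferase light from the GAL4 reporter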
* = called active by the depositor; nt = no result given; & = joins results of further samples.

SMILES	TWEAK Fn14 block	NCOA1 inh	SRC2 inh	TLR9-MyD88 inh	COUP-TFII inh	NOD2 RIPK2 PPI	Exocytosis inh	TROY NFkB inh	ABHD5 PLIN5 PPI	LRH-1 inv ag	NCOA3 inh
Cn1c(=O)[nH]c(=O)c2c1nc(NCc1ccccc1)n2Cc1ccc(F)cc1	6	-4	-2	-6	-2	-12	10	6	-1	-21	-8
CN(CCCC(=O)Nc1ccc(Br)cc1F)S(=O)(=O)c1ccccc1	1	-44	-1	-10	15	-7	-7	7	-4	-12	9
O=C(NC1CCCCC1)N1CCCC(CNS(=O)(=O)Cc2ccccc2)C1 (stereo not given)	7	3	-19	2	7	3	3	8	0	5	1
CC1CCN(C2=NC(=O)/C(=C/c3ccccc3F)S2)CC1	95*	28	54*	-9	63*	-4	13	79*	9	29	44
O=C(Nc1ccc(-c2cn3ccccc3n2)cc1)c1ccc(Cl)cc1	-21	-33	-21	-2	0	-4	-1	-37	2	-20	-17
Cc1[nH]nc2c1/C(=N\O)CCC2	3	6	-48	-6	6	2	-1	-14	1	-13	15
CCOc1ccc(C(=O)COC(=O)c2nc3nccc(C)n3n2)cc1	9	-9	-23	-6	-6	0	-1	-5	-2	-14	-11
COC(=O)Cc1csc(NCc2ccccc2)n1	6	4	-56	-5	3	0	3	-6	-4	14	-10
CC(C)Cc1ccc(C(=O)Nc2ccc(Cc3ccncc3)cc2)o1	-44	6	5	-2	21	3	-5	5	7	-10	12
COc1ccc(C(=O)NN/C(=N/S(=O)(=O)c2ccc(C)cc2)c2ccccc2)cc1	30	-84	-50	-3	-28	6	0	-15	3	-145	-60
COc1ccc(S(=O)(=O)N2CCCCCC2)cc1NC(=O)CCCOc1ccccc1	18	1	-17	5	5	-4	-8	0	-5	-5	4
CCc1ccccc1N1C(=O)CN(Cc2cc(OC)c(OC)c(OC)c2)C1=S	-10	-27	-2	2	13	-2	-5	23	3	0	3
O=C(CN1C(=O)C2C3CCC(C3)C2C1=O)OCC(=O)c1ccc(Br)cc1 (stereo not given)	5	-16	-10	-14	2	-3	-3	5	-2	26	16
CCC(=O)N(CCC1(C(C)C)CCOC(C)(C)C1)Cc1ccco1 (stereo not given)	-17	-14	-7	4	6	-1	8	-20	2	-26	10
NC(=O)c1cc([N+](=O)[O-])ccc1NCC1CCCCC1	-10	-25	-26	-2	-18	7	-3	-50	-1	-7	-23
CN1C=CC(C(C(N)=O)c2ccccc2)c2ccccc21 (stereo not given)	-22	3	13	-8	-9	-13	5	4	8	11	-3
CN(C)CC(C)(C)CNC(=O)C1CCN(CCCc2ccccc2)CC1	-3	-34	-9	8	1	-5	10	7	10	1	1
Cc1cc(NC(=O)c2cc(-c3cccc(OCC(C)C)c3)nc3ccccc23)no1	-2	1	9	8	3	-1	-1	-48	-4	-8	-28
CCN(C(=O)COC(=O)CC1CCCCC1)c1c(N)n(Cc2ccccc2)c(=O)[nH]c1=O	5	0	-2	-12	4	9	1	-1	-6	-1	-7
S=C(Nc1ccc(Cl)c(Cl)c1)N1CCCC1	19	-22	-16	-2	10	-7	4	-38	2	-16	-11
O=C(CCC(=O)N1CCOc2ccccc21)N1CCOCC1	4	-11	-14	8	-10	1	-2	-11	4	2	5
CC(=O)Nc1cc(C)ns1	13	3	-10	-5	-14	3	1	2	-3	-15	6
CCOc1ccc(Cn2nnc(C(=O)NCc3ccccc3)c2N)cc1	-15	-16	0	-7	-10	-1	4	-3	6	-22	-3
COC(=O)Nc1sc2c(c1C(N)=O)CCCCCC2	4	6	17	2	8	-4	-2	20	-10	0	2
CSCC(=O)N1CCc2ccc(NC(=O)c3ccccc3Cl)cc2C1	-31	-27	-69	-7	-23	2	-10	-11	7	-22	-30

(more compounds)
SMILES	TWEAK Fn14 block	NCOA1 inh	SRC2 inh	TLR9-MyD88 inh	COUP-TFII inh	NOD2 RIPK2 PPI	Exocytosis inh	TROY NFkB inh	ABHD5 PLIN5 PPI	LRH-1 inv ag	NCOA3 inh
CCOc1ccc(NC(=O)Cc2ccc(S(=O)(=O)N3CCCCC3)cc2)cc1OCC	1	-26	13	-4	-9	8	0	14	-16	-38	-27
CN(C)CCNc1c2c(nc3nnnn13)CCCC2	-2	-9	-10	-6	-6	-10	3	-18	-3	12	24
CCN(CC)C(=O)CSc1nc2ccccc2c(=O)n1CC	2	-8	-4	-7	-3	-6	-2	8	1	9	13
O=c1cc(CSc2ccc(Cl)cc2)nc(-c2ccccn2)[nH]1	106*	8	-12	12	17	-8	4	-13	-4	-10	8
Cc1c(Cl)cccc1NC(=O)CCC(=O)NNC(=O)CCC(=O)O	4	-1	10	-3	2	2	-1	7	-2	0	9
CCCc1cc(-c2n[nH]c(=S)n2CC(C)C)cs1	-16	-1	18	5	-1	4	4	8	-4	18	10
CN(C)C(=O)CSC1c2ccccc2C(=O)N1c1ccccc1 (stereo not given)	-4	5	-16	-2	-9	-8	0	-9	2	-10	0
Cc1ccc(NC(=O)CC2NCCNC2=O)cc1Cl (stereo not given)	3	-8	1	0	-11	-3	-5	-35	1	-2	-13
COc1ccc(C(=O)/C=C/Nc2ccc([N+](=O)[O-])cc2)cc1	-37	-19	-44	9	-28	-6	-1	-61	-1	-74	-26
CC1(c2cccs2)CC(c2cccs2)=C(C#N)C(=O)N1 (stereo not given)	6	4	-3	-12	8	1	3	-1	-3	15	16
O=C(N/N=C/c1ccc(F)cc1)c1cc(-c2ccc3c(c2)OCO3)n[nH]1	-17	-36	-5	0	-18	1	8	-12	-3	-36	-12
COc1ccc(CNCC(O)(c2ccccc2)c2ccccc2)cc1OC	-3	-5	5	-6	10	0	-8	10	2	6	5
COCCN(C(=S)Nc1c(C)cc(C)cc1C)C(C)c1cccnc1 (stereo not given)	-3	2	3	8	0	-6	0	-5	-4	10	-1
Cc1ccc(C)c(NC(=O)c2sc(Cl)nc2C)c1	-24	-9	-12	-8	-2	-6	0	-25	-2	11	6
Cc1cc(C)c2ccc(C(=O)O)nc2c1O	-13	-12	-4	-1	-15	-1	-3	-2	2	8	-30
CC(C)OCCCNC(=O)c1cc2c(=O)n(C)c3ccccc3c2n1C	-2	9	3	-8	-1	6	2	8	-4	-6	2
COc1ccc(-c2nnnn2C)cc1S(=O)(=O)NCc1ccccc1	32	-15	10	-8	-12	1	0	15	-2	9	4
O=c1c2ccccc2[nH]c(=S)n1CCCN1CCOCC1	8	-7	-1	1	-15	1	13	0	-3	-9	23
Brc1ccc2nc(N3CCN(c4ccccc4)CC3)sc2c1	-56	-27	-3	9	-9	-3	-1	-28	-2	-9	3
CCN(CC)C(=O)Nc1ccc(Br)cc1	-9	2	-27	-5	7	-10	0	-16	0	2	6
O=C(CC(=O)Nc1ccccc1F)Nc1ccccc1F	-1	-5	-27	4	-25	-7	-6	-10	6	-3	-17
COc1ccc(-c2cc(C(=O)Nc3cc(OC)cc(C(=O)Nc4cccc(C(F)(F)F)c4)c3)[nH]n2)cc1	-39&-11	-4&4	-14&-25	-4&0	0&6	4&-2	0&-5	-9&2	0&-2	7&5	-13&-11
CC(=O)c1ccc(Nc2cnn(C34CC5CC(CC(CC(=O)O)(C5)C3)C4)c(=O)c2Cl)cc1	2	-1	-30	6	11	0	-1	-2	7	-3	17
CC(C)NC(=O)NS(=O)(=O)c1cnccc1NC1CC2CCC1C2 (stereo not given)	4	-4	-11	-7	-15	-4	-1	2	-4	-5	21
CCOc1cc2[nH]c(=S)n(CCOC)c(=O)c2cc1OCC	4	5	-15	0	-7	-6	0	2	-3	-6	-2

Looked up above:
COUP-TFII inh result of `COc1ccc(S(=O)(=O)N2CCCCCC2)cc1NC(=O)CCCOc1ccccc1` : 5
SRC2 inh result of `CCOc1cc2[nH]c(=S)n(CCOC)c(=O)c2cc1OCC` : -15

Remaining list, next part.
SMILES	TWEAK Fn14 block	NCOA1 inh	SRC2 inh	TLR9-MyD88 inh	COUP-TFII inh	NOD2 RIPK2 PPI	Exocytosis inh	TROY NFkB inh	ABHD5 PLIN5 PPI	LRH-1 inv ag	NCOA3 inh
O=[N+]([O-])c1ccc(Cl)c(S(=O)(=O)NC2=NCCC2)c1	10	0	1	8	22	-4	-3	0	2	14	12
O=C(CNc1ccc2c(c1)OCO2)N/N=C\c1cn(Cc2ccccc2)c2ccccc12	11	3	4	7	-10	-4	-6	3	-1	22	4
Cc1nc(SCC(=O)c2ccc(F)c(F)c2)[nH]c(=O)c1Oc1ccc(Cl)cc1	-19	-47	-22	-8	17	-2	-1	53*	-5	-5	21
COc1ccc(NC(=O)C[C@@H]2C(=O)N(Cc3ccccc3)CC2(C)C)cc1	1	5	6	2	11	5	-2	-12	-1	-13	1
CNC(=O)c1ccccc1NC(=O)c1cccc(S(=O)(=O)N2CCCCC2)c1	19	10	-26	3	-1	0	-1	9	-1	1	14
CCOC1=C2[C@H](c3ccccc3)N(S(=O)(=O)c3ccccc3)C[C@H]2n2c(=O)n(-c3ccccc3)c(=O)n2C1	21	6	4	nt	-14	-10	-1	-4	0	-5	-1
CCn1cc(C(=O)NC2CCCCCC2)c2cc(OC)c(OC)cc2c1=O	7	-6	3	3	22	1	0	-24	2	15	3
O=C(C1CCCO1)N1CCN(C(c2ccccc2)c2ccccc2)CC1 (stereo not given)	-9	-21	-13	-8	4	2	-5	7	-1	-53	15
COc1cccc(-c2nc3nc(C)cc(C)n3c2Nc2ccc3c(c2)OCCO3)c1	-10	nt	-67	nt	-10	-11	-5	-85	0	-21	nt
CCc1noc(C)c1C(=O)OCC(=O)NCc1ccc(Cl)cc1	3	-1	17	-11	-7	-9	-5	-2	9	-17	7
COc1ccc(/C=C/C(=O)NC(=S)N2CCN(c3ccccn3)CC2)cc1OC	1	-7	-4	-8	15	-4	5	-5	0	-13	16
O=C(N1CCN(c2ccccc2F)CC1)C1(c2cccs2)CCOCC1	8	13	-3	-6	-10	-1	-4	7	6	1	18
CCn1c(SCC(=O)N2CCN(c3ccccc3)CC2)nnc1-c1cc2cc(Cl)ccc2o1	47	-17	4	12	-11	1	9	59*	2	-1	-2
CCN(CC)C(=O)C1CCCN(Cc2ccc(OC)c(C)c2)C1 (stereo not given)	-6	-4	22	2	1	-10	0	1	-8	14	6
NS(=O)(=O)c1ccc(N/C=C\C(=O)c2ccc3ccccc3c2)cc1	-52	-21	-29	1	1	24*	-2	-60	5	-59	-10
O=C(Cc1nc2ccccc2[nH]1)NCc1ccco1	29	-12	-8	-1	5	-3	-3	-26	-9	-14	-15
Brc1ccc(N=Cc2ccccn2)cc1	-21	-12	-22	-4	-20	-6	0	-27	2	-27	-18
COC(=O)CSc1nnc(-c2ccoc2C)n1-c1ccc(OC)cc1	19	3	0	6	-5	-9	0	28	0	9	-11
CC(=O)NC(c1ccc2ccccc2c1)c1ccc2cccnc2c1O (stereo not given)	10	48	27	11	-19	-1	10	35	14	90*	42
COc1ccc(/C=C/C(=O)OCC(=O)NCCNC(=O)COC(=O)/C=C/c2ccc(OC)cc2)cc1	-3	-8	4	2	18	-1	1	-10	13	-2	9
Cc1ccccc1OCC(=O)Nc1ccc2c(c1)C(=O)c1ccccc1C2=O	-76	-16	-21	6	-6	-10	-3	-16	4	-51	-16
O=C(NCc1ncc(C(F)(F)F)cc1Cl)Nc1ccccc1	-27	3	-18	-6	-4	-6	-38	12	-3	-2	-27

Some of the compounds tested (hit frequency here may not be typical).
